Assay outcomes: PubChem, several laboratories
LMP1 NFkB inh – inhibitors of Epstein-Barr LMP1-induced NF-kappaB reporter. LMP1-induced NF-kappaB luciferase reporter cells, luminescence. inhibition, % at 12.5 µM. 350,000 compounds, 0.69% hits. AID 504558; in the data active means inhibition above about 41%;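 further: 0% = neutral control wells and 100% = reference inhibitor control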
NR5A2 inv ag – NR5A2 inverse agonism in reporter assay; 360,000 compounds, 0.13% hits; O00482; HEK293T StAR-luciferase reporter, LRH-1 transfected, 24 h; inhibition, % at 3.6 µM;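 active means inhibition above the mean inhibition of all tested compounds plus 3 SD, cut at about 73% in these data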;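 further: 0% = DMSO wells and 100% = reporter-only cells lacking LRH-1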
TWEAK-Fn14 inh – inhibitors of TWEAK-Fn14 interaction signaling. TWEAK-stimulated Fn14 reporter cells, luciferase luminescence, 8 h. inhibition, % at 10 µM. 360,000 compounds, 2% hits. AID 1159606; in the data active means inhibition above about 50%
SRC1 inh – inhibits human SRC1 coactivator; Q15788; HEK293 GAL4-SRC1 luciferase reporter, luminescence; inhibition, % at 3.6 µM; 360,000 compounds, 0.12% hits;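 active means inhibition above the campaign mean plus 3 SD, with each screening campaign given its own cutoff, cut at about 60% in these data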;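 further: 0% = DMSO treated cells and 100% = gossypol at 36 µM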
NOD2 RIPK2 PPI – inhibitors of human NOD2-RIPK2 interaction. O43353. inhibition, % at 4.98 µM. CHO BLA complementation NOD2-RIPK2, CCF4 ratio. 360,000 compounds, 0.38% hits; in the data active means inhibition above about 21%;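 further: 0% = vehicle only and 100% = reference blocker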
Target sequence (O43353 whole entry, looked up): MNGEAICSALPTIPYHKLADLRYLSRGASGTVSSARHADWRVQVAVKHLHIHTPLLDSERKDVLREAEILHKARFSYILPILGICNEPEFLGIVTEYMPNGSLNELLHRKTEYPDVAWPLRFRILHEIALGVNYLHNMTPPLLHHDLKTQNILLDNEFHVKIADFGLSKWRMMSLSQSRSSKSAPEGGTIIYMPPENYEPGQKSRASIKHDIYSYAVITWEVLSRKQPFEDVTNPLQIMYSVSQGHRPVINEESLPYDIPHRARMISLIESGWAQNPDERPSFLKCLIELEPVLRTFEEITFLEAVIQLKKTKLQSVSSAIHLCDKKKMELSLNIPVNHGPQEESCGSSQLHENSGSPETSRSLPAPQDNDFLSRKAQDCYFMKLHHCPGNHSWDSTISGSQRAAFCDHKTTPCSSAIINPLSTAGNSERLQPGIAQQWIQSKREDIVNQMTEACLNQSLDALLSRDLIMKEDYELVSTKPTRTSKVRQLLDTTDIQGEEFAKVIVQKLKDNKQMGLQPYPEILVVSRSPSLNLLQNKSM
TLR9-MyD88 block – blocks human TLR9 binding to MyD88; Q9NR96+Q99836; CHO BLA complementation TLR9-MyD88, CCF4 FRET ratio; inhibition, % at 4.98 µM; 340,000 compounds, 0.21% hits;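 active means inhibition above the mean over all tested compounds plus 3 SD, cut at about 21% in these data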;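 further: 0% = DMSO only wells and 100% = clavulanate BLA inhibitor control wells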
NCOA3 inh – inhibitors of human steroid receptor coactivator 3 (SRC3); Q9Y6Q9; HEK293 GAL4-SRC3 luciferase reporter, luminescence; inhibition, % at 3.6 µM; 360,000 compounds, 0.17% hits; AID 588352;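 active means inhibition above a per-campaign cutoff, the mean of all compounds plus 3 SD, cut at about 60% in these data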;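 further: 0% = DMSO-treated cells and 100% = gossypol-treated cells at 36 µM; higher means less SRC3-driven luciferase light from the GAL4 reporter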
C8 TRAIL sens – sensitizes caspase-8 expressing cells to TRAIL; NB7+C8 cells + TRAIL, ATPlite viability luminescence; inhibition (viability loss, TRAIL sensitization), % at 10 µM; 360,000 compounds, 1% hits; AID 624354;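 active means compounds causing at least 50% loss of cell viability in the single-dose screen, relative to plate controls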
NCOA2 inhibitor – inhibits human steroid receptor coactivator 2. HEK293 GAL4-SRC2 luciferase reporter, luminescence. 370,000 compounds, 0.17% hits. Q15596. inhibition, % at 9 µM;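 active means inhibition above the mean inhibition of all tested compounds plus 3 SD, set per campaign, cut at about 52% in these data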;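 further: 0% = DMSO treated cells and 100% = cells given Gossypol at 36 µM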
TROY signal inh – blocks TROY-dependent signaling in reporter cells; Q293 LMP1-TROYcd NF-kB luciferase reporter, 4 h; inhibition, % at 10 µM; 360,000 compounds, 0.98% hits;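 active means compounds whose plate-normalised and pattern-corrected inhibition of the luciferase reporter signal at the single screening dose is 50% or more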
NR2F2 inh – blocks human COUP-TFII nuclear receptor. HEK293T NGFI-A luciferase reporter, luminescence. AID 686940. P24468. 370,000 compounds, 0.7% hits. inhibition, % at 8.6 µM;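 active means inhibition above a per-plate cutoff, mean inhibition of test wells between control levels plus 3 SD, cut at about 38% in these data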;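 further: cells cotransfected with COUP-TFII expression vector driving the NGFI-A reporter; 0% = median of COUP-TF2 test wells and 100% = reporter-only cells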
Target sequence (P24468 whole entry, looked up): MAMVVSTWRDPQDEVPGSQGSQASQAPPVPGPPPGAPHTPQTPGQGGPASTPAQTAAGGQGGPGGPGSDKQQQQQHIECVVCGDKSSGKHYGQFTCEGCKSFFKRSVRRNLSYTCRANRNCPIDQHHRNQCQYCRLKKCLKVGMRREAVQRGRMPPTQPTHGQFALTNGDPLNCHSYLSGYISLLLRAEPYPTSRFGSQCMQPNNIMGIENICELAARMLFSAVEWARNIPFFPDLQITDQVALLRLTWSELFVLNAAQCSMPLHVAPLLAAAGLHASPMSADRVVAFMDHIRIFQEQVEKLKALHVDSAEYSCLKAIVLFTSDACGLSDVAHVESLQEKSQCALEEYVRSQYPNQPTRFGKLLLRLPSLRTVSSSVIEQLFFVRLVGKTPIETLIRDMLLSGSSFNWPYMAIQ
* hit, by the source's call; nt = no result given.

cpd	molecule	LMP1 NFkB inh	NR5A2 inv ag	TWEAK-Fn14 inh	SRC1 inh	NOD2 RIPK2 PPI	TLR9-MyD88 block	NCOA3 inh	C8 TRAIL sens	NCOA2 inhibitor	TROY signal inh	NR2F2 inh
1	Cc1nc(N2CCN(Cc3ccccc3)CC2)c(C#N)c2c1COC(C)(C)C2	-1	5	17	1	3	0	-10	-7	12	15	6
2	CCCC(=O)NC(=S)Nc1ccc(S(=O)(=O)Nc2ccc(OCC)cc2)cc1	2	15	30	9	-2	-14	17	-7	4	15	4
3	O=S(=O)(Nc1ccc(N=Nc2ccc(O)c3ccccc23)cc1)c1ccccc1	3	-20	45	-22	-1	3	-5	-3	-35	37	-8
4	O=C1Nc2ccc(NS(=O)(=O)c3cccs3)c3cccc1c23	0	-1	-36	-19	2	15	-6	0	-26	-6	-16
5	COc1ccc(NC(=O)CN(C)S(=O)(=O)c2ccc3c(c2)NC(=O)CS3)cc1	-5	-12	1	17	-2	-13	17	4	-7	0	7
6	CCCS(=O)(=O)N1CCC(C(=O)NCc2ccco2)CC1	-2	-9	20	-22	3	-7	5	2	-20	9	10
7	CCOC(=O)Nc1cccc(Cl)c1C	-7	-6	-15	-14	9	-3	-2	2	-12	-2	-9
8	CCOC(=O)C1CCCN(C2CC(=O)N(c3ccc(N4C(=O)CC(N5CCCC(C(=O)OCC)C5)C4=O)cc3)C2=O)C1 (stereo unspecified)	3	-18	2	8	0	2	12	-7	11	-15	10
9	COCCCN(C(=O)Nc1ccccc1)C(C)c1ccncc1 (stereo unspecified)	-13	-3	10	-4	5	3	-3	-5	-5	-14	0
10	CN(c1ccccc1)c1nc(N)c([N+](=O)[O-])c(NCc2ccco2)n1	-1	-10	3	-4	-4	-5	0	-1	-20	-11	-6
11	O=C(NCCC(c1ccccc1)c1ccco1)c1cccs1 (stereo unspecified)	-16	-88	-8	-32	-3	-13	-29	-3	nt	-46	nt
12	Cc1ccc(NC(=O)C2CCCN2S(=O)(=O)c2ccc3c(c2)n(C)c(=O)c(=O)n3C)cc1C (stereo unspecified)	9	4	-29	11	-8	9	1	-10	-21	-4	-12
13	COc1ccccc1OCCNC(=O)CCNC(=O)c1ccccc1Cl	0	20	3	-17	-1	9	17	-8	-11	-17	2
14	O=C1Nc2ccc(S(=O)(=O)N3CCCC3)c3ccc(S(=O)(=O)N4CCCC4)c1c23	4	-7	-1	-6	-41	-7	8	5	-2	14	-11
15	CCN(c1ccccc1)S(=O)(=O)c1ccc(C(=O)Nc2c(C)n(C)n(-c3ccccc3)c2=O)cc1	2	5	-10	1	-22	-9	17	-7	-13	-8	1
16	NC(=O)CC[C@H](NC(=O)c1ccc(F)cc1)C(=O)N1CCN(Cc2ccc3c(c2)OCO3)CC1	0	10	6	-2	-1	-7	14	-6	-8	12	-6
17	CCOC(=O)CSc1nc(-c2ccc3c(c2)OCO3)ccc1C#N	-32	-49	19	-32	-8	-2	-47	45	-40	50	-33
18	CC1=C(C(=O)OCCC(C)C)C(c2ccc3c(c2)OCO3)NC(=O)N1 (stereo unspecified)	-8	5	-10	3	-5	1	-5	28	8	2	23
19	NC(=O)[C@@H]1CCCNc2c(F)cc([N+](=O)[O-])cc2C(=O)N[C@@H](CCC(=O)O)C(=O)N[C@@H](CO)C(=O)N1	-7	-4	0	7	-1	-6	1	-17	2	-3	7
20	C/C(=N\OC(=O)c1ccc(Cl)cc1)c1nccs1	4	-6	-10	-1	-3	-1	4	-12	10	-17	1
21	N#CCC(=O)N/N=C/c1c(-c2ccccc2)n(-c2ccccc2)c2ccccc12	12	-15	18	0	5	-4	11	6	12	5	10
22	O=C(O)C1C2C=CC(C2)C1C(=O)OCC1CCCO1 (stereo unspecified)	-19	2	-6	-3	10	-2	7	-7	-10	-5	-25
23	C=CCNC(=S)N1CCC(C(=O)c2ccc(OC)cc2)CC1	4	-12	12	15	-8	4	5	-22	12	-3	-7
24	Cc1ccc(-n2nc3c(c2NC(=O)c2ccco2)CS(=O)(=O)C3)cc1C	5	-4	2	5	-11	-1	10	4	13	-3	8
25	CC1(C(=O)NS(=O)(=O)c2ccc(Cl)s2)CCN1C(=O)C1(c2ccccc2)CCCC1 (stereo unspecified)	nt	24	-39	7	-4	nt	-45	12	-14	5	-11
26	CCSc1nc2sc3c(c2c(=O)[nH]1)CC(C)(CC)OC3 (stereo unspecified)	7	-17	3	-4	1	-2	16	11	8	-1	-4
27	Cc1ccc(OCc2ccc(C(=O)NN)o2)c([N+](=O)[O-])c1	-4	0	0	-32	-6	5	-6	5	11	-28	-10
28	Cc1ccc(C)c(S(=O)(=O)Nc2ccc3scnc3c2)c1	0	27	-1	-2	11	4	12	1	-6	6	5
29	CN(C)CCCN(C(=O)c1ccc([N+](=O)[O-])s1)c1nc2cc3c(cc2s1)OCCO3	-12	-7	40	-50	-11	0	-23	11	-4	-3	-13
30	COc1ccc(C(=O)NC(=S)Nc2ccccc2N2CCN(S(C)(=O)=O)CC2)cc1OC	-13	-12	31	5	8	-2	-6	1	-27	-1	-5
31	CCCCCC/C(C=O)=C\c1ccccc1	3	2	-13	0	2	1	21	4	-13	11	-16
32	COc1cccc(CN2CC(C(=O)NCc3ccc(Cl)s3)CCC2=O)c1 (stereo unspecified)	0	-7	-3	-6	-3	-5	13	-9	-15	-10	-9
33	O=C(O)/C=C/C(=O)N1CCN(S(=O)(=O)c2cccc(C(F)(F)F)c2)CC1	-7	-23	-2	3	-8	1	16	-3	-2	14	-6
34	COc1ccc(CNC(=O)COC(=O)CO/N=C(\C)c2ccc3c(c2)OCO3)cc1	5	9	-11	-8	5	1	5	0	-24	-3	-30
35	CC(C)(C)C(=O)Oc1cccc(Nc2ncnc3ccccc23)c1	10	-8	15	4	2	-5	-2	3	6	24	13
36	COc1ccc(C(=O)N/C(=C\c2cccc3ccccc23)C(=O)NCCc2c[nH]c3ccccc23)cc1OC	-2	-9	20	-18	-3	-10	0	-6	-22	17	15
37	Cc1ccc(S(=O)(=O)NCC(=O)OC(C(=O)c2ccccc2)c2ccccc2)cc1 (stereo unspecified)	6	-9	1	-23	5	6	-2	7	-7	-8	-13
38	CN(C)/C=N/C(=S)Nc1ccccc1	-8	0	-1	-25	-2	-8	-10	1	-24	9	9
39	Cc1cc(C(=O)CSc2nc(N)cc(N)n2)c(C)n1-c1cccc(F)c1	11	-38	-6	-17	-5	-5	-37	14	-12	-13	4
40	CC1Sc2ccc(S(=O)(=O)CCC(=O)N(C)Cc3ccccc3)cc2NC1=O (stereo unspecified)	0	-8	10	5	-8	1	-8	-3	7	-4	16
41	CCOC(=O)C1CCN(C(=O)Nc2ccc3c(c2)nc(C)n3C)CC1	-12	-34	-22	-24	-4	-7	-49	-8	-43	-22	-18
42	ON=C(CCc1ccccc1)CCc1ccccc1	-6	10	-9	-1	-6	-10	3	-6	24	2	6
43	O=C(CSc1nnnn1-c1ccc(F)cc1)NCc1cccs1	-1	-6	11	-18	12	7	2	-23	-23	-13	-3
44	CN(C(=O)c1ccccc1)C1c2c(ccc3ccccc23)OCC1CO (stereo unspecified)	3	6	-3	5	-6	1	-4	9	-30	0	-1
45	CCCC(=O)OCC1CN(Cc2ccco2)S(=O)(=O)c2c(F)cccc2O1 (stereo unspecified)	0	8	1	10	-8	-4	-10	-8	4	-4	15
46	CCC/C(O)=C1\C(=O)CCCC1=NCCc1ccc(OCC)c(OCC)c1	-13	-3	-3	4	-2	7	1	-2	4	16	-7
47	COc1ccc(Nc2nc(N)nc(CSc3nnc(N)s3)n2)cc1	-11	-68	-8	-38	-2	-1	-42	-1	-14	-46	-12
48	COc1ccc2nc(Nc3nc(-c4ccncc4)cs3)sc2c1	-5	-26	5	-48	-5	-7	-43	6	-26	-22	-19
49	CN1CCN(C(=O)c2cc3c(ccc4ccccc43)oc2=O)CC1	17	-9	-3	-15	-6	-9	3	2	-13	4	-11
50	CC(C)(C)NC(=O)c1cc(-c2ccc3c(c2)OCO3)nc2ccccc12	-13	29	-9	-55	4	13	-8	17	-12	7	-4

(list continues)
cpd	molecule	LMP1 NFkB inh	NR5A2 inv ag	TWEAK-Fn14 inh	SRC1 inh	NOD2 RIPK2 PPI	TLR9-MyD88 block	NCOA3 inh	C8 TRAIL sens	NCOA2 inhibitor	TROY signal inh	NR2F2 inh
51	CSCC[C@H](NC(=O)N1C[C@H]2C[C@@H](C1)c1cccc(=O)n1C2)C(=O)Nc1ccc(NC(C)=O)cc1	-1	-18	14	-8	-8	-1	6	-2	-23	-1	-14
52	CN(C)CCC(=O)N1c2ccccc2Sc2ccc(C(F)(F)F)cc21	-7	9	28	-6	6	12	-13	11	21	-27	-4
53	CCc1ccccc1NC(=O)CC(c1ccc(OC)cc1)n1cccc1 (stereo unspecified)	1	19	23	-4	-1	-10	11	-16	11	-8	6
54	CCOc1ccc(N=Nc2c(N)[nH][nH]c2=O)cc1	-5	-78	-3	-59	1	6	-43	20	-69	-11	-42
55	Oc1ccccc1C1SC(c2ccccc2O)SC(c2ccccc2O)S1 (stereo unspecified)	-13	4	51*	-5	4	16	2	-1	-3	81*	-6
56	CCOC(=O)c1c(C(F)(F)F)nc2ncccn12	8	-9	7	-1	0	-9	11	4	-9	2	-2
57	CCOC(=O)C1=C(CC)OC(N)=C(C#N)C1c1ccc(F)cc1F (stereo unspecified)	8	15	18	2	9	2	-6	-5	-23	6	1

Some of the compounds tested; the hit share may differ from the screen's.
